# SKKanGAS inh – S. pyogenes SKKanGAS growth inhibitors in kanamycin, primary screen, streptokinase expression inhibitor project, SKKanGAS strain, BacTiter-Glo luminescence | inhibition, % at 7.5 µM | hit rate 1.3% among 300,000 | 6 h;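 active means mean replicate score, as percent of positive control median, at least 50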;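 further: strain carries kanamycin resistance gene driven by streptokinase promoter and grows in 40 µg/ml kanamycin; loss of luminescence reflects streptokinase promoter inhibition or plain growth inhibition; 0% = median of DMSO wells and 100% = positive control at its reference dose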
# IEC-6 cytotox – cytotoxicity in IEC-6 intestinal epithelial cells, primary screen, cytotoxicity control for KLF5 inhibitor project, cell-based, luminescence; AID 1825, 2009; hit rate 0.78% among 290,000; IEC-6 cytotoxicity, luminescence viability; inhibition, % at 5 µM; in the data active means inhibition above about 22%;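 further: 0% = plate median of test compound wells and 100% = cytotoxic reference compound wells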
# HIF act – HIF pathway transcriptional activators, primary screen, cell-based, U2OS HRE-luciferase, luminescence | U2OS HRE-luciferase reporter; normalized: DMSO 0%, desferrioxamine 100% | activation, % at 7.5 µM (by protocol) | hit rate 0.32% among 300,000 | AID 1910, 2009;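 active means mean activation of at least 10% of the iron chelator positive control signal, with at least half of replicates also reaching 10%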
# HSP90 refold inh – HSP90 inhibitors, primary screen, cell lysate, luminescence; Rabbit reticulocyte lysate, luciferase refolding luminescence, 3 h; hit rate 0.91% among 290,000; Heat shock protein HSP 90 (rabbit reticulocyte lysate; luciferase refolding); inhibition, % at 5.6 µM;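 active means inhibition above the screen-wide mean plus 3 SD, computed separately per campaign, cut at about 16% in these data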;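 further: 0% = DMSO wells and 100% = 60 µM geldanamycin wells; inhibitors lower the luminescence because luciferase stays unfolded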
# Platelet DG rel – inhibitors of platelet dense granule secretion, primary screen, cell-based, MLPCN, human platelets; AID 1663, 2009; human platelet-rich plasma, SFLLRN dense granule ATP release, luminescence; hit rate 0.22% among 300,000; inhibition, %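 (compounds screened at 7.5 µM in platelet-rich plasma)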;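 active means mean replicate score, as percent of positive control, at or above 50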
# aSyn 5UTR inh – MLPCN primary screen, SNCA 5' untranslated region. AID 1813, 2009. alpha-synuclein 5'UTR reporter, inhibitor activity. hit rate 0.82% among 300,000. inhibition, % (tested at 7.5 µM); in the data active means inhibition above about 60%;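 further: H4 neuroglioblastoma cells stably carrying SNCA 5'UTR luciferase fusion; 0% = DMSO wells and 100% = positive control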
# KLF5 inh – KLF5 expression inhibitors, primary screen, DLD-1 cells, luminescence; DLD-1 KLF5 promoter-luciferase reporter; inhibition, % at 5 µM; hit rate 0.23% among 290,000; AID 1700, 2009;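 active means inhibition above a per-plate limit of that plate's mean compound inhibition plus 3 SD, cut at about 60% in these data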;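 further: 0% = DMSO wells and 100% = LY294002 at 200 µM; higher means less KLF5 promoter-driven luciferase light; inactives centre near -14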
# HSF1 activator – HSF-1 activators, primary screen, NIH3T3-HGL cells, MG132 stress, luminescence, single point; hit rate 1.7% among 300,000; activation, % at 9 µM; AID 504408, 2011; NIH3T3-HGL HSF-1 luciferase reporter, 8 h; 100% = twice DMSO control signal;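 active means mean replicate activation of at least 50% with a set share of replicates each reaching 50%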;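 further: 0% = median of the neutral control wells and 100% = twice that signal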
# AI-2 QS mod – Vibrio harveyi AI-2 quorum sensing modulators, primary screen, JMH597 strain, luminescence/OD600 ratio; Vibrio harveyi JMH597 AI-2 luminescence/OD600 ratio, 9 h; hits give low values; strain lacks LuxN and CqsS sensors; 0 = neutral-control median; activity change, % at 7.5 µM; hit rate 0.4% among 300,000; in the data active means activity change below about -75%, passing the limit was not always enough;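 further: luminescence divided by OD600 gain over 9 h not by final OD600 alone; inactives centre near 13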
# HSF1 inh – HSF1 inhibitors in luciferase reporter cells, primary screen, cell-based, NIH3T3, luminescence; NIH3T3-HGL HSE-luciferase, MG132-induced, luminescence 8 h; hits give low values; activity change, negative = inhibition, % at 7.5 µM (by protocol); hit rate 0.77% among 300,000; AID 2098, 2009;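 active means more than half of replicate wells show activity change below -50%, luminescence cut by over half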;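 further: luciferase reports HSF-1 transcriptional activity via heat shock element; 0% = median of DMSO wells and -100% = zero luminescence signal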
# * = called active by the depositor; / = no result given.
SMILES,SKKanGAS inh,IEC-6 cytotox,HIF act,HSP90 refold inh,Platelet DG rel,aSyn 5UTR inh,KLF5 inh,HSF1 activator,AI-2 QS mod,HSF1 inh
COc1ccc2oc(C(=O)OCC(=O)N3CCN(S(=O)(=O)c4ccccc4)CC3)c(C)c2c1,1,/,-0.2,/,0,18,/,8,3,3
CCCc1cc(=O)oc2c3c(cc(OCC(=O)NCCCn4ccnc4)c12)OC(C)(C)CC3,2,4,0.1,-1,-3,0,-23,-9,26,-5
O=C(NCc1ccccc1Cl)C1CCCN1S(=O)(=O)c1ccc(F)cc1 (stereo unspecified),3,0,0.2,-5,9,9,-21,3,2,4
CCOc1ccccc1NC(=O)C1CCCN(S(C)(=O)=O)C1 (stereo unspecified),8,1,0.1,1,2,1,-34,10,5,4
CNC(=S)N/N=C/c1cn(CCOc2ccccc2OC)c2ccccc12,12,4,0.1,1,-3,-1,-1,45,19,31
C=CCNC(=S)N/N=C/c1cn(-c2ccccc2)nc1-c1ccc(OC)cc1,-3,-2,-0.3,-5,8,-16,-5,17,14,16
COc1ccc(CCCc2nnc(SCC(=O)Nc3cc(C)c(C)cc3Br)o2)cc1,12,1,-0.1,3,7,20,3,16,11,16
COc1ccc(C(c2nnnn2C2CCCC2)N2CCc3ccccc3C2)cc1OC (stereo unspecified),1,2,/,4,/,/,-27,/,18,/
COc1ccc(CCNC(=S)N2CCC(Cc3ccccc3)CC2)cc1OC,-4,3,0.2,0,1,-13,-31,-4,29,-1
Cc1ccc(CNC(=O)CCC2CCCN(Cc3c(C)nn(C(C)C)c3C)C2)o1 (stereo unspecified),5,-1,0.1,-2,1,3,7,-25,2,-9
COc1ccc(-c2nc(CNS(=O)(=O)c3cc(OC)ccc3OC)cs2)cc1,1,1,-0.2,-3,0,16,-2,0,18,0
O=C(CSc1nnc(-c2cccnc2)o1)N1CCCCC1,0,6,0.2,2,-11,-22,-26,-7,19,-9
Cc1sc2nc(CSCC(=O)Nc3ccc(OC(F)F)cc3)[nH]c(=O)c2c1C,8,3,-0.2,0,1,8,-5,-7,19,-5
CCCN1CCN(C(=O)CS(=O)(=O)Cc2nc(-c3cccc(OC)c3)oc2C)CC1,9,4,0.2,0,-7,6,-3,-2,4,-4
O=c1c2ccccc2n(CC(O)CN2CCOCC2)c2ccccc12 (stereo unspecified),-3,1,-22,1,-10,-14,-9,23,19,3
CC(=O)OCC1(C)CN(c2ccccc2)N(C(C)=O)C1=O (stereo unspecified),-4,-7,-0.3,1,3,-7,-31,-6,6,4
Cc1cc(NS(=O)(=O)c2ccc(NC(=S)NC(=O)c3cccc(S(=O)(=O)N(C)C)c3)cc2)no1,7,2,0.9,-1,-3,-2,-35,-17,23,-5
CN1CCN(C2=C(NS(=O)(=O)c3ccccc3)C(=O)c3ccccc3C2=O)CC1,-11,5,0.3,5,-7,16,-28,33,5,10
COc1cc(/C(C)=N/NC(=O)CN2CCN(S(=O)(=O)c3ccc(C)cc3)CC2)ccc1O,-2,2,0.1,-2,0,14,-20,-14,19,-5
COc1ccccc1-n1nc(C)cc1N,4,-2,-0.3,0,2,-4,-45,-3,21,3
Cc1nc2cc(NC(=O)CS(=O)(=O)c3ccc(F)cc3)ccc2s1,-4,/,3.1,/,-2,-21,/,-5,12,4
Cc1cc(C)c2cc(C(=O)N3CCN(c4ncccc4C(F)(F)F)CC3)[nH]c2c1,20,0,0.9,-5,5,3,-19,20,-3,5
O=C(Nc1ccccc1)c1ccc(S(=O)(=O)N2CCCCC2)cc1,-7,3,0.4,4,-22,15,6,-5,7,-4
O=C1NC(c2cccs2)Nc2sc3c(c21)CCCC3 (stereo unspecified),4,-2,1.2,0,-49,-131,-23,23,13,10
COc1cccc(CC(=O)Nc2nc(-c3cccnc3)cs2)c1,2,-2,-0.2,-1,1,-2,19,5,19,-1
SMILES,SKKanGAS inh,IEC-6 cytotox,HIF act,HSP90 refold inh,Platelet DG rel,aSyn 5UTR inh,KLF5 inh,HSF1 activator,AI-2 QS mod,HSF1 inh
O=C1OC(c2ccccc2)=C/C1=C\N1CCOCC1,0,2,3.5,1,-2,-67,-25,29,11,-1
Cc1ccccc1S(=O)(=O)c1c(C)cc(C)n(CC(C)C)c1=O,11,2,-0.6,3,1,9,3,7,18,-2
COc1ccc(-n2ncc3c2CC(C)(C)CC3NC(=O)c2c(C)cc(=O)oc2C)cc1 (stereo unspecified),-4,2,0.2,-3,-1,17,-18,7,4,2
Cc1ccccc1C1CCCN(Cc2nc(CC3CC3)no2)C1 (stereo unspecified),14,-2,/,1,0,/,-22,/,-3,/
O=C(Nc1ccccc1C(F)(F)F)c1cc(S(=O)(=O)N2CCOCC2)ccc1F,-6,4,-0.1,1,-4,-5,-55,3,14,-4
Cc1cc(-c2ccccc2)nc(=O)[nH]1,3,-6,-0.3,1,-3,17,8,-3,3,0
O=C(CNC(=O)c1ccc(Cl)cc1Cl)OCn1nnc2ccccc2c1=O,-3,/,-0.1,/,-5,-10,/,7,8,0
Cn1c(=O)cc(SCC(=O)N2CCN(c3ccccn3)CC2)c2ccccc21,2,2,-0.3,7,-2,9,-8,38,9,9
CCOc1ccc(N2CSC(=S)N(c3ccc(OCC)cc3)C2)cc1,-15,-7,-0.5,1,-10,-32,5,-71,20,-65*
CSc1nnc(-c2ccc([N+](=O)[O-])cc2)o1,2,-1,0.1,4,-3,-23,-28,0,39,4
Cn1nc(-c2ccc(C(=O)O)cc2)c2ccccc2c1=O,2,-4,-0.3,0,-2,20,-9,-3,29,-7
COc1ccccc1OCC(=O)Nc1ccc(S(=O)(=O)N2CCCCCC2)cc1,1,0,0.0,1,-2,25,7,-9,30,0
Cc1cc2c(ncn2Cc2ccccc2)c(NS(C)(=O)=O)c1C,-1,2,0.7,1,4,9,-56,-3,21,-4
CCOC(=O)CCCNC(=O)CCNC(=O)c1ccc(OCCC(C)C)cc1,3,4,0.2,0,-14,6,-37,5,12,5
Cn1nccc1C(=O)Nc1cccc(S(=O)(=O)N2CCOCC2)c1,-4,-4,-0.4,0,4,-3,-11,1,23,4
c1ccc2cc(Cn3ccnc3)ccc2c1,2,10,-0.9,4,10,-2,-20,1,2,-7
Cc1c(NC(=O)c2ccc(Cl)nc2)cccc1-c1nc2cccnc2s1,6,-2,0.6,-7,0,-2,4,1,-7,-9
Cc1cc(C)cc(N=c2c([N+](=O)[O-])nn(-c3ccc(Cl)cc3)n2O)c1,39,2,-0.1,2,0,9,18,7,35,4
NC(=O)CC12CC3CC(C1)CC(CC(N)=O)(C3)C2,-6,-2,-0.4,2,-3,1,3,-9,24,-2
COCCN(CC(=O)NCC1CCCO1)C(=O)CCC(=O)Nc1cc(C)on1 (stereo unspecified),-4,-6,-2.1,-2,-3,8,2,-27,1,-5
COc1cccc(NC(=O)CN(C)C(=O)/C=C/c2ccc3ccccc3n2)c1,-5,/,-0.9,/,-18,24,/,28,29,17
CCCNC(=O)c1ccccc1C(=O)NC1(C(=O)NCCC)CCCC1,1,-6,-54,-3,-4,3,-17,2,45,-1
O=C(COC(=O)c1ccccn1)NCc1ccccc1,-3,0,0.1,1,-3,19,-3,-20,19,-2
Cc1n[nH]c(=O)c2c(NC(=O)CSc3ccc(Br)cc3)oc(C)c12,-4,/,-0.6,/,-6,7,/,0,7,0
O=C(O)C1Cc2ccccc2CN1C(=O)c1ccccc1 (stereo unspecified),-18,0,-0.1,1,-10,-8,-30,-5,7,-12

# 3 entries already listed, ordered by the value under KLF5 inh, low to high.
molecule	KLF5 inh
CCOC(=O)CCCNC(=O)CCNC(=O)c1ccc(OCCC(C)C)cc1	-37
O=C1OC(c2ccccc2)=C/C1=C\N1CCOCC1	-25
NC(=O)CC12CC3CC(C1)CC(CC(N)=O)(C3)C2	3

# Other structures
SMILES,SKKanGAS inh,IEC-6 cytotox,HIF act,HSP90 refold inh,Platelet DG rel,aSyn 5UTR inh,KLF5 inh,HSF1 activator,AI-2 QS mod,HSF1 inh
Cc1cccc2c(C(=O)n3cccn3)cc(-c3ccccc3Cl)nc12,-2,6,0.1,2,-6,-7,-14,7,2,-1
COCCCNC(=O)/C(C#N)=C/c1cc(C)[nH]c1C,1,3,0.7,0,4,-28,-13,-4,6,-1
CCN(CC)Cc1c(C(=O)N/N=C/c2ccc(C)o2)nnn1-c1nonc1N,6,7,-0.2,4,11,-3,4,-3,12,-3
CCOC(=O)CN(C(=O)COc1nc(-c2ccccc2)cc(C)c1C#N)c1ccccc1C,10,-1,2.9,-2,-3,-29,-1,6,19,4
C=CCc1c(N(CC)CC)nc(C)[nH]c1=O,-1,-1,0.4,-4,-2,14,-1,8,22,5
COc1ccc(C2=C(C)CC(C)(C)NC2=O)cc1OC,8,0,-0.2,-1,10,7,-7,-3,9,-3
CC1COc2ccccc2N1S(=O)(=O)c1ccc(Cl)cc1 (stereo unspecified),0,-7,-0.7,4,10,-23,2,0,0,-4
Cc1nnc(SCC(=O)c2c(N)n(C)c(=O)n(C)c2=O)[nH]c1=O,-2,/,-0.1,/,-32,-6,/,-8,14,1
CCNS(=O)(=O)c1ccc(OC)c(C)c1,-1,2,-0.3,-2,0,0,-20,23,14,7
CCOC(=O)C1=C(N)Oc2ccc3ccccc3c2C1c1cccnc1 (stereo unspecified),7,2,-2.2,1,1,7,-6,-15,2,-3
CC1(C(=O)NCCN2CCOCC2)C=CCN1C(=O)c1ccccc1 (stereo unspecified),1,-2,2.4,-4,2,-35,-32,21,11,16
COCCCN=C1NN=C(c2cc(C)n(Cc3ccco3)c2C)CS1,-19,-1,0.0,5,-5,94*,-4,21,14,-8
COC(=O)CCC(=O)OC1(C)C(=O)C2=CN(Cc3ccco3)C(c3ccc(OC)cc3)=CC2=C(Br)C1=O (stereo unspecified),22,/,0.3,/,-2,-34,/,16,17,8
CC(C)c1nnc(NC(=O)CCS(=O)(=O)c2ccccc2)s1,-4,-6,0.3,2,3,-15,-12,-4,12,5
Cc1noc(NS(=O)(=O)c2ccc(NC(=O)C34CC5CC(C3)CC(n3cnc(Cl)n3)(C5)C4)cc2)c1C,15,6,-0.1,-1,0,-15,2,2,16,-2
Cc1c(CNCCCc2ccccc2)c(C(=O)O)c(C)n1Cc1ccccc1,-10,4,0.3,1,-5,22,12,-26,42,-19
COc1ccc(-n2ccnc(SCC(=O)NC3CCCC3)c2=O)cc1,-3,2,0.7,5,-9,-26,-34,45,27,23
O=C(Nc1ccccc1F)c1cc(-c2ccco2)nc2ccccc12,-3,/,0.7,/,22,4,/,-1,-1,2
COc1ccc(C(=O)COc2ccc(F)cc2)c(O)c1,4,-6,3.0,-2,2,-119,-87,3,6,3
CC(=O)c1ccc(NC(=O)C(C)OC(=O)c2cccc(-n3cnnn3)c2)cc1 (stereo unspecified),1,/,2.2,/,-7,-2,/,6,23,-2

# Screening results as filed in PubChem.

# Outcome played no part in choosing rows, and some 6% of all compounds hit somewhere here.
